# IDE exosite FP: exo-site inhibitors of human insulin-degrading enzyme. P14735. purified IDE, FL-6b probe fluorescence polarization; hits give low values. z-score at 20 µM. hit rate 6.3% among 17,000;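 active means z-score of -3 or lower, meaning strong loss of probe binding signal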;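 further: His-tagged human IDE residues 42-1019 made in E. coli with 30 nM FL-6b probe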
# Target sequence (P14735 42-1019 limits assumed): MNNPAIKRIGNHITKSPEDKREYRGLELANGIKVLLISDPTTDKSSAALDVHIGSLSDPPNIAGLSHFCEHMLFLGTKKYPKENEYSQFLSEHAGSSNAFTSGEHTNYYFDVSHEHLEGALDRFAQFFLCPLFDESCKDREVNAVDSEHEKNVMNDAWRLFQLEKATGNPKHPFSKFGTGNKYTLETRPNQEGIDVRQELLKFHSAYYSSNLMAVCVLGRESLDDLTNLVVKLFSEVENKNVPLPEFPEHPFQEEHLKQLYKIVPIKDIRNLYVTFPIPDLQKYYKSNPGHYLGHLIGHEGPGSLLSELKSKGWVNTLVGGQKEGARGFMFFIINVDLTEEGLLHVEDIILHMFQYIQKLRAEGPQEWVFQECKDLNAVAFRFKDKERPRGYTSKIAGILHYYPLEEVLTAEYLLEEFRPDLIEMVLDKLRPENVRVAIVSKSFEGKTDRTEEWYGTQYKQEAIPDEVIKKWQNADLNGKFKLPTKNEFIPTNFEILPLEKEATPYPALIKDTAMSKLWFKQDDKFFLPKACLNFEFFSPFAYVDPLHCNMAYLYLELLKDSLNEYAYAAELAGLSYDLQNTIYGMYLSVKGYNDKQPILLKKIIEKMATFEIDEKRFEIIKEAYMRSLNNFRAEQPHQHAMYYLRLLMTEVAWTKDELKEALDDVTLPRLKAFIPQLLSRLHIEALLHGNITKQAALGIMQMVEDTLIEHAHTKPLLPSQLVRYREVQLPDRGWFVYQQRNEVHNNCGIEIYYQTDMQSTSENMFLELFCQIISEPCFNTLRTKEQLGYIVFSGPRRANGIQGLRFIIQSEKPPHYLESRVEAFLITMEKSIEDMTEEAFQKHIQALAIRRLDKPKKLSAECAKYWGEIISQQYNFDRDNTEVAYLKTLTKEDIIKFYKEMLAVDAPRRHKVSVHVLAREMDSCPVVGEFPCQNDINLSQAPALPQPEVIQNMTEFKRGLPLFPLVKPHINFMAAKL
# * = called active by the depositor; & = joins results of further samples. The list is partial; count on the stated rates, not on these rows.
IDE exosite FP	SMILES
-0.46	CC(=O)N1CC(=O)N2[C@H](CO)[C@@H](c3ccc(C#CC(C)C)cc3)[C@H]2C1
-0.8	Cc1nn(C)cc1NC(=O)C[C@H]1CC[C@H]2[C@H](COc3ccc(NC(=O)C4CCOCC4)cc3C(=O)N2C)O1
4.5	O=C(C1CCCCC1)N1CC(=O)N2[C@H](CO)[C@@H](c3ccc(Br)cc3)[C@H]2C1
0.87	O=C(N[C@H]1C=C[C@H](CC(=O)N2CCC(Cc3ccccc3)CC2)O[C@H]1CO)c1cnccn1
-0.95	COc1cccc(NC(=O)C[C@@H]2CC[C@@H]3[C@H](COc4ccc(NC(=O)C5CC5)cc4C(=O)N3C)O2)c1
3.4	CCCNC(=O)N1[C@H](CNC(C)=O)[C@@H](c2ccccc2)[C@@H]1CO
3.9	O=C(c1ccc(F)cc1)N1CC(=O)N2[C@H](C1)[C@@H](c1ccc(-c3ccccc3F)cc1)[C@@H]2CO
0.99	CCS(=O)(=O)N1CCCCN2[C@H](C1)[C@H](c1ccc(-c3ccccc3F)cc1)[C@@H]2CO
0.63	CN(C)CC#Cc1ccc([C@@H]2[C@H](CO)N3CCCCN(C(=O)Nc4ccccc4F)C[C@@H]23)cc1
1.8	CCCN1C[C@H](C)[C@H](OC)CN(C)C(=O)c2cc(NC(=O)Nc3cccc(F)c3)ccc2OC[C@H]1C
-0.52	CCCN1C[C@H](C)[C@H](OC)CN(C)C(=O)c2ccc(NS(=O)(=O)c3cn(C)cn3)cc2OC[C@@H]1C
0.66	O=C(C1CC1)N1CC(=O)N2[C@H](C1)[C@H](c1ccc(Br)cc1)[C@@H]2CO
2.6	CC(C)NC(=O)N1[C@H](CO)[C@@H]2c3ccccc3N(C)C[C@@H]21
2.5	O=C(NC[C@H]1[C@H](c2ccccc2)[C@@H](CO)N1Cc1ccccn1)C1CC1
4.3	N#C[C@H]1[C@@H](c2ccc(C#Cc3ccc(F)cc3)cc2)[C@H](CO)N1c1nc(-c2ccccc2)cs1
4.5	COc1ccc(-c2ccc([C@@H]3[C@@H](CO)N(C(=O)c4cccnc4)[C@H]3C#N)cc2)cc1
-1.2	C[C@H](CO)N1C[C@H](C)[C@H](CN(C)S(=O)(=O)c2cccs2)Oc2ccc(NC(=O)Nc3cccc4ccccc34)cc2C1=O
1.4	Cc1ccc(S(=O)(=O)N[C@H]2C=C[C@H](CC(=O)NCc3ccc(Cl)c(Cl)c3)O[C@H]2CO)cc1
-0.67	C[C@H]1CN([C@@H](C)CO)C(=O)c2cc(-c3ccc(F)cc3)cnc2O[C@H]1CN(C)S(C)(=O)=O
4.5	N#C[C@@H]1[C@H](c2ccccc2-c2ccc(F)cc2)[C@H](CO)N1C(=O)Cc1ccccc1
3.4	CCCC(=O)N1C[C@@H]2[C@H](c3ccccc31)[C@H](CO)N2Cc1cocn1
-1.4	O=C(Nc1ccccc1F)N1CCCCN2[C@H](C1)[C@@H](c1ccc(-c3cccnc3)cc1)[C@@H]2CO
-2.6	N#C[C@H]1[C@H](c2ccc(-c3cccc(F)c3)cc2)[C@H](CO)N1C(=O)NC1CCCC1
6.9	O=C(c1ccc(F)cc1)N1CCCCN2[C@H](CO)[C@H](c3ccc(/C=C/c4ccccc4)cc3)[C@@H]2C1
3.8	COCC#Cc1ccc([C@H]2[C@H](CO)N3CCCCN(Cc4cncnc4)C[C@@H]23)cc1
0.75	CO[C@@H]1CN(C)C(=O)c2cc(NC(=O)c3ccc4c(c3)OCO4)ccc2OC[C@H](C)N(CCC(F)(F)F)C[C@H]1C
-5.1*	COc1cccc(C#Cc2ccc([C@H]3[C@@H](CO)N(C(=O)C4CCOCC4)[C@H]3C#N)cc2)c1
-0.36	COc1ccc(C#Cc2ccc([C@@H]3[C@@H](CO)N4C(=O)CN(C(=O)NC(C)C)C[C@@H]34)cc2)cc1
1.3	N#C[C@@H]1[C@H](c2ccc(C#Cc3cccc(F)c3)cc2)[C@@H](CO)N1C(=O)C1CCC1
2.6	CN(C)CC#Cc1ccc([C@@H]2[C@H](CO)N3CCCCN(C(=O)C4CCC4)C[C@@H]23)cc1

# Not a retest: 3 of the compounds above.
IDE exosite FP	SMILES
4.5	N#C[C@@H]1[C@H](c2ccccc2-c2ccc(F)cc2)[C@H](CO)N1C(=O)Cc1ccccc1
3.4	CCCC(=O)N1C[C@@H]2[C@H](c3ccccc31)[C@H](CO)N2Cc1cocn1
-1.4	O=C(Nc1ccccc1F)N1CCCCN2[C@H](C1)[C@@H](c1ccc(-c3cccnc3)cc1)[C@@H]2CO

# The list continues:
IDE exosite FP	SMILES
4.4	O=C(c1cnccn1)N1CC(=O)N2[C@H](C1)[C@@H](c1ccc(-c3ccc(F)cc3)cc1)[C@@H]2CO
-0.35	C[C@H](NC(=O)C[C@@H]1CC[C@@H]2[C@@H](COc3ccc(NS(=O)(=O)c4ccc(Cl)cc4)cc3C(=O)N2C)O1)c1ccccc1
0.083	COc1ccc(-c2ccccc2[C@H]2[C@@H](CO)N(C(=O)C3CCOCC3)[C@H]2C#N)cc1
-1	O=C(Nc1ccc(F)cc1)N1CC(=O)N2[C@H](CO)[C@H](c3ccc(C#Cc4ccccc4)cc3)[C@H]2C1
2.7	CN(C)C(=O)c1ccc(-c2ccccc2[C@H]2[C@@H](CO)N(C(=O)C3CCC3)[C@H]2C#N)cc1
1.3	COc1cccc(S(=O)(=O)N2CCCCN3[C@H](CO)[C@H](c4ccc(C#CC(C)C)cc4)[C@H]3C2)c1
0.75	C/C=C/c1ccccc1[C@H]1[C@@H](C#N)N(C(=O)Cc2ccccn2)[C@@H]1CO
1.5	CCCNC(=O)c1cc2c(c(-c3cccc(-c4ccc(F)cc4)c3)n1)[C@H](CCO)N([S@@](=O)C(C)(C)C)C2
0.43	Cc1noc(C)c1S(=O)(=O)N(C)C[C@@H]1OCCCC[C@@H](C)Oc2ccc(NC(=O)CCC(F)(F)F)cc2C(=O)N([C@H](C)CO)C[C@H]1C
0.97	CCCNC(=O)N1C[C@H](O)COC[C@@H]2O[C@H](CC(=O)OC)CC[C@H]21
-2.7	O=C(C1CCCCC1)N1CC(=O)N2[C@H](CO)[C@@H](c3ccc(C#CCc4ccccc4)cc3)[C@@H]2C1
0.13	CCCNC(=O)N1[C@H](CO)[C@H](c2ccccc2)[C@@H]1C#N
-0.64	C[C@@H]1CN([C@H](C)CO)C(=O)CCCn2nncc2CO[C@H]1CN(C)C(=O)c1ccc2ccn(C)c2c1
-1.7	N#C[C@H]1[C@H](c2ccc(C3=CCCCC3)cc2)[C@@H](CO)N1C(=O)CN1CCOCC1
1.5	COc1ccccc1NC(=O)N1CC(=O)N2[C@H](CO)[C@@H](c3ccc(C#Cc4ccc(F)cc4)cc3)[C@@H]2C1
-0.83	CCCNC(=O)Nc1ccc2c(c1)C(=O)N(C)C[C@H](OC)[C@H](C)CN(C)[C@H](C)CO2
0.8	CO[C@@H]1CN(C)C(=O)c2cc(NC(=O)Cc3ccccc3)ccc2OC[C@@H](C)N(C(=O)c2ccccc2F)C[C@H]1C
-1.4	O=C(Cc1cccnc1)N1CC(=O)N2[C@H](CO)[C@@H](c3ccc(C#CC4CCCCC4)cc3)[C@@H]2C1
0.028	COc1ccc2c3c(n(C)c2c1)[C@@H](CO)N(C(=O)c1ccc(F)cc1)CC31CCN(C)CC1
0.045	CN(C)CC(=O)N1CC(=O)N2[C@H](CO)[C@@H](c3ccc(-c4ccc(C(=O)N(C)C)cc4)cc3)[C@H]2C1
4.3	OC[C@H]1[C@H](c2ccc(C#CC3CCCC3)cc2)[C@@H]2CN(CCC(F)(F)F)CCCCN12
1.6	COCC(=O)N1CCCCN2[C@H](CO)[C@H](c3ccc(-c4cccc(C)c4)cc3)[C@@H]2C1
2	CN1C[C@H]2[C@@H](c3ccccc31)[C@@H](CO)N2Cc1ccccc1Cl
-0.33	COc1ccc(NC(=O)N(C)C[C@H]2OCc3ccccc3-c3ccccc3C(=O)N([C@@H](C)CO)C[C@H]2C)c(OC)c1
0.9	COCC(=O)Nc1ccc2c(c1)C(=O)N(C)C[C@H](OC)[C@H](C)CN(CCc1ccccc1)[C@H](C)CO2
-1.1	CN1C(=O)c2cc(NS(C)(=O)=O)ccc2OC[C@@H]2O[C@@H](CC(=O)NCc3ccccc3)CC[C@@H]21
1.3	O=C(CN1CCOCC1)N1CCCCN2[C@@H](CO)[C@@H](c3ccc(Br)cc3)[C@@H]2C1
1.7	CCCNC(=O)N1CC2(C1)[C@@H](c1ccccc1)[C@@H](CO)N2C(=O)CC1CC1
-0.058	CN1C(=O)c2cc(NC(=O)c3cccc(F)c3)ccc2OC[C@H]2O[C@H](CC(=O)NCc3ccccc3Cl)CC[C@H]21
0.93	C[C@@H]1CCc2cnnn2COC[C@@H](c2ccccc2)NC1=O
-4.5*	O=C(c1ccncc1)N1CCCCN2[C@H](CO)[C@H](c3ccc(-c4ccccc4)cc3)[C@H]2C1
-6.5*	CCC(=O)N1CC(=O)N2[C@H](C1)[C@@H](c1ccc(C#Cc3cccc(OC)c3)cc1)[C@@H]2CO
0.47	CO[C@H]1CN(C)C(=O)c2cc(NS(C)(=O)=O)ccc2OC[C@@H](C)N(C(=O)C2CCOCC2)C[C@H]1C
1.2	COc1ccc(S(=O)(=O)Nc2ccc3c(c2)C(=O)N([C@@H](C)CO)C[C@H](C)[C@@H](CN(C)Cc2ccc(C(F)(F)F)cc2)OCCCC[C@@H](C)O3)cc1
-0.25	COc1ccccc1-c1ccccc1[C@@H]1[C@@H](C#N)N(C(=O)CN(C)C)[C@H]1CO
-1.7	COc1ccc2c3c(n(C)c2c1)[C@H](CO)N(C)CC31CCN(C(=O)NC(C)C)CC1
0.14	N#Cc1ccc(-c2ccc([C@@H]3[C@H]4CN(C(=O)C5CCCCC5)CC(=O)N4[C@H]3CO)cc2)cc1
-4.4*	O=C(NC1CCCCC1)N1CC(=O)N2[C@H](CO)[C@@H](c3ccc(/C=C/c4ccccc4)cc3)[C@H]2C1
-0.47	N#C[C@@H]1N[C@@H](CO)[C@@H]1c1ccc(-c2cccc(F)c2)cc1
0.95	COc1ccccc1-c1ccc([C@H]2[C@H]3CN(C(=O)c4ccncc4)CCCCN3[C@H]2CO)cc1
1.3	Cn1cnc(S(=O)(=O)N2CCCCN3[C@H](CO)[C@@H](c4ccc(-c5ccccc5)cc4)[C@H]3C2)c1
2.3	O=C(NC[C@@H]1N[C@@H](CO)[C@H]1c1ccccc1)C1CCCC1
-0.45	C[C@H]1CN([C@@H](C)CO)S(=O)(=O)c2ccc(C#CC(C)(C)O)cc2O[C@H]1CN(C)Cc1ccc(F)cc1
-0.75	COCC(=O)Nc1ccc2c(c1)[C@H]1C[C@@H](CC(=O)N[C@@H](C)c3ccccc3)O[C@H](CO)[C@H]1O2
4.1	CC(C)CC#Cc1ccc([C@@H]2[C@@H](CO)N3C(=O)CN(S(C)(=O)=O)C[C@@H]23)cc1
0.78	O=C(Nc1ccccc1)N1CCCCN2[C@H](C1)[C@@H](c1ccc(C#Cc3cccnc3)cc1)[C@@H]2CO
0.57&0.98	COc1cccc(S(=O)(=O)N2C[C@@H]3N[C@H](C2)C3c2ccc(-c3ccccc3F)cc2)c1 (some centres not stated)
2.3	COCCN(C[C@H]1N[C@H](CO)[C@H]1c1ccc(-c2cccc(F)c2)cc1)C(C)=O
-0.82	Cc1ccc(CN2CC(=O)N3[C@H](CO)[C@H](c4ccc(Br)cc4)[C@H]3C2)cc1
6.2	COc1cccc(C#Cc2ccc([C@H]3[C@@H](CO)N(C(=O)C4CCCCC4)[C@H]3C#N)cc2)c1
2	CC(=O)N1CC(=O)N2[C@H](CO)[C@@H](c3ccc(-c4ccc(C)cc4)cc3)[C@H]2C1
0.59	CN1C(=O)c2cc(NS(C)(=O)=O)ccc2OC[C@@H]2O[C@H](CC(=O)N3CCOCC3)CC[C@H]21
1.6	CCN(C[C@H]1N[C@H](CO)[C@H]1c1ccc(C2=CCCC2)cc1)C(=O)c1cccnc1
-2.8	CCC(=O)N1CC2(C1)[C@@H](c1ccc(-c3ccccc3C)cc1)[C@@H](CO)N2C(=O)CC
1.8&1.8	Cc1cccc(S(=O)(=O)N2[C@@H]3CNC[C@H]2C3c2ccc(-c3ccncc3)cc2)c1 (some centres not stated)
-0.52	COCC(=O)N1CC2(CCN(Cc3cccnc3)CC2)c2c(n(C)c3cc(OC)ccc23)[C@@H]1CO
4.2	Cc1nc(N2[C@H](CO)[C@H](c3ccccc3)[C@H]2CNCC2CCCCC2)sc1C
-0.49	COc1ccc2c3c(n(C)c2c1)[C@@H](CO)N(S(=O)(=O)c1ccc(C)cc1)CC31CN(C(=O)c2ccccn2)C1
-1.4	CN(C)C(=O)c1ccc(-c2ccc([C@@H]3[C@@H](CO)N4C(=O)CN(C(=O)C5CCCCC5)C[C@H]34)cc2)cc1
-0.87	CCc1cnc(N2[C@@H](C#N)[C@H](c3ccc(C4=CCCCC4)cc3)[C@@H]2CO)s1
-0.67&-1.2	O=C(Nc1ccccc1)N1C[C@@H]2N[C@H](C1)C2c1ccc(-c2ccccc2F)cc1 (some centres not stated)

# Entries shown so far with bromine, in the order listed:
IDE exosite FP	SMILES
4.5	O=C(C1CCCCC1)N1CC(=O)N2[C@H](CO)[C@@H](c3ccc(Br)cc3)[C@H]2C1
0.66	O=C(C1CC1)N1CC(=O)N2[C@H](C1)[C@H](c1ccc(Br)cc1)[C@@H]2CO
1.3	O=C(CN1CCOCC1)N1CCCCN2[C@@H](CO)[C@@H](c3ccc(Br)cc3)[C@@H]2C1
-0.82	Cc1ccc(CN2CC(=O)N3[C@H](CO)[C@H](c4ccc(Br)cc4)[C@H]3C2)cc1

# Source: PubChem (Broad Institute)
